# Screening results deposited in PubChem BioAssay by The Scripps Research Institute Molecular Screening Center.
# PAFAH1B2 inh: inhibitors of human PAFAH1B2; P68402; recombinant PAFAH1B2, FP-rhodamine activity probe, fluorescence polarization; inhibition, % at 3.39 µM; actives 1.2% (n = 340,000);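 active means inhibition above the mean of all tested compounds plus 3 SD, cut at about 24% in these data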;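 further: 0% = enzyme with DMSO and 100% = wells lacking PAFAH1B2; many of its hits are not listed in these tables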
# Target sequence (P68402 whole entry, looked up): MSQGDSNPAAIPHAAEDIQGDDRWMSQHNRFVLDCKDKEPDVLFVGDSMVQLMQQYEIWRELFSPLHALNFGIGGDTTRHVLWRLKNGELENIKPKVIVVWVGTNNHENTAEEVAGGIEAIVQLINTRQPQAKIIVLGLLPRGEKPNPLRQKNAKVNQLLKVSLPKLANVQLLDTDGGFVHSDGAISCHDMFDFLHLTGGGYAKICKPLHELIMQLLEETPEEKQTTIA
# LYPLA1 inh: blocks human lysophospholipase 1, a PME1 counter-screen; O75608; recombinant LYPLA1, FP-Rh probe fluorescence polarization; inhibition, % at 5.9 µM; actives 0.16% (n = 320,000); AID 2174;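 active means inhibition above the mean of all tested compounds plus 3 SD, set per campaign, cut at about 14% in these data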;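 further: inhibitors block serine hydrolase probe labeling of LYPLA1 so polarization falls; 0% = enzyme with DMSO and 100% = wells lacking LYPLA1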
# Target sequence (O75608 whole entry, looked up): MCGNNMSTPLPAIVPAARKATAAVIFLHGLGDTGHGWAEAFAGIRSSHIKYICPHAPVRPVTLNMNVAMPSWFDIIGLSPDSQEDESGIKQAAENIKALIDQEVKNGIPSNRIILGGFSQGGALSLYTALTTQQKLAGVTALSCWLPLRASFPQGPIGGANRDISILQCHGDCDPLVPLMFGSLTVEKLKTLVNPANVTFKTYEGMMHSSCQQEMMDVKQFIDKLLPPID
# PME-1 inh: PME-1 (human) inhibition; inhibition, % at 5.9 µM; recombinant PME-1, FP-Rh probe fluorescence polarization; Q9Y570; actives 0.53% (n = 320,000);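 active means inhibition above the campaign mean of all compounds plus 3 SD, cut at about 26% in these data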;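 further: competitive labeling of PME-1 active site by serine hydrolase directed probe; 0% = PME-1 with DMSO and 100% = wells lacking PME-1 enzyme; inhibitors block probe labeling so polarization falls and inhibition rises; many of its hits are not listed in these tables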
# PREPL inh: inhibits the human prolyl oligopeptidase-like enzyme; actives 0.68% (n = 320,000); recombinant PREPL, fluorescence polarization activity-based probe; Q4J6C6; inhibition, % at 5.96 µM; in the data active means inhibition above about 43%;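 further: 0% = enzyme with DMSO and 100% = wells lacking enzyme; many of its hits are not listed in these tables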
# PAFAH1B3 FP inh: PAFAH1B3 (human) inhibition | Q15102 | recombinant PAFAH1B3, FP-rhodamine probe, fluorescence polarization | inhibition, % at 3.39 µM | actives 0.28% (n = 340,000) | AID 492972;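 active means inhibition above the screen-wide average of all tested compounds plus 3 SD, cut at about 25% in these data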;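 further: 0% = enzyme with DMSO only and 100% = wells lacking PAFAH1B3 protein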
# pPAFAH inh: pPAFAH (human) enzyme inhibition. actives 1.5% (n = 330,000). Q13093. inhibition, % at 3.39 µM. recombinant pPAFAH, FP-rhodamine probe fluorescence polarization. AID 463082;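 active means inhibition above the mean inhibition across the screen plus 3 SD, cut at about 25% in these data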;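 further: inhibitors block binding of the rhodamine activity-based probe so polarization drops; 0% = enzyme with DMSO and 100% = wells lacking pPAFAH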
# PAD4 inh: inhibitors of human PAD4; Q9UM07; recombinant PAD4, RCA probe fluorescence polarization; inhibition, % at 6.36 µM; actives 0.41% (n = 330,000); AID 485272;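 active means percent inhibition above a cutoff equal to the mean of all tested compounds plus 3 SD, cut at about 15% in these data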;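 further: 0% = PAD4 with RCA probe and DMSO and 100% = probe without PAD4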
# GSTO1 inh: blocks human GSTO1 in RBBP9 counter-screen | actives 1.1% (n = 300,000) | recombinant GSTO1, activity-based probe fluorescence polarization | P78417 | inhibition, % at 5.96 µM;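 active means inhibition above the campaign mean inhibition plus 3 SD, cut at about 35% in these data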;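 further: 0% = GSTO1-1 with DMSO and 100% = wells lacking GSTO1-1 enzyme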
# Target sequence (P78417 whole entry, looked up): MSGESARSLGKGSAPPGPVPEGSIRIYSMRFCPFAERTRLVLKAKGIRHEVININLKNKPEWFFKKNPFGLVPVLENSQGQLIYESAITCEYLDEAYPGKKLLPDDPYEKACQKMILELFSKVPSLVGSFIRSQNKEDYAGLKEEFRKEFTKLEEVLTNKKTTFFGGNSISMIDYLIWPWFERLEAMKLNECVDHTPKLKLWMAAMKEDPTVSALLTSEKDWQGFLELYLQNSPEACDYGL
# LYPLA2 inh: LYPLA2 (human) inhibition in PME1 counter-screen; inhibition, % at 5.9 µM; actives 0.38% (n = 320,000); recombinant LYPLA2, FP-Rh probe fluorescence polarization;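 active means inhibition above the screen-wide mean plus 3 SD, limit set per campaign, cut at about 26% in these data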;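 further: 0% = LYPLA2 with DMSO and 100% = wells lacking LYPLA2 enzyme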
# Target sequence (O95372 whole entry, looked up): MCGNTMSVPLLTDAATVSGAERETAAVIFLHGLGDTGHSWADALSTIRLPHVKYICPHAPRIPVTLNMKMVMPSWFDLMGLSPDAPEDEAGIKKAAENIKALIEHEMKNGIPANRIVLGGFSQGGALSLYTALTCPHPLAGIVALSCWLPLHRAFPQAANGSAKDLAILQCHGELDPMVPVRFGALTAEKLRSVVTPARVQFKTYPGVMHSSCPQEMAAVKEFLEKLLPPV
# * marks the source's active call; other numbers are inactive results; / = not tested or not shown. These rows are one share of the data; the hit share may differ from the screen's.
SMILES,PAFAH1B2 inh,LYPLA1 inh,PME-1 inh,PREPL inh,PAFAH1B3 FP inh,pPAFAH inh,PAD4 inh,GSTO1 inh,LYPLA2 inh
COc1ccc(C(=O)Nc2cc(C(C)=O)c(/C=C/N(C)C)oc2=O)cc1,0,1,13,25,2,16,1,3,1
CN1CCN(c2nc3c(c(=O)[nH]c(=O)n3C)n2Cc2cccc(Br)c2)CC1,6,-3,1,43,9,8,-1,0,-4
S=C1NC(c2ccccc2)=NCN1c1ccc(Br)cc1,0,3,19,6,10,1,-1,5,3
COc1ccc(C(=O)Nn2cnc3ccccc3c2=O)c(OC)c1,1,3,0,7,-2,-6,-2,4,-1
O=C(O)CCn1cc(/C=C2/NC(=S)N(c3ccccc3)C2=O)c(-c2ccccc2)n1,5,4,2,-12,-3,-3,-3,-2,8
COc1ccc(-c2cc(-c3ccccc3)nc(=O)[nH]2)cc1,4,1,3,3,3,-4,1,8,4
O=C(CSc1nnc(Cn2nnc3ccccc32)o1)N(Cc1ccc(F)cc1)c1ccccc1,20,2,1,6,5,9,3,-1,13
O=C(NCCc1ccccc1)N1c2ccccc2Sc2ccccc21,2,0,13,8,9,6,3,5,4
O=C(NCC(=O)N(Cc1ccccc1)C(C(=O)NC1CCCC1)c1ccco1)c1ccco1 (centres undefined),11,0,-1,9,6,6,-2,2,-6
COc1ccc(Cn2c(=O)[nH]c3cc(C(=O)NC4CCCC4)ccc3c2=O)cc1,-5,0,0,8,-6,5,-3,-1,3
Cc1ccc(NC(=O)C2C3CCCC2C3c2ccccc2)cc1C (centres undefined),-2,-2,7,6,-1,-1,-1,-5,0
CC(=O)O[C@H]1CC(=O)OC(C)(C)C2CC(=O)[C@]3(C)C(CC[C@@](C)([C@@H](O[C@@H]4O[C@H](CO)[C@@H](O)[C@H](O)[C@H]4O)c4ccoc4)[C@@]34O[C@@H]4C(=O)O)[C@]21C (some centres undefined),3,0,-3,-4,6,1,2,4,0
COc1ccc(CC(=O)Nc2ccc3c(c2)CCC3)cc1S(=O)(=O)N1CCOCC1,1,-3,0,26,3,6,0,-2,5
COc1ccc2c(=O)c(-c3ccccc3)coc2c1,0,4,-2,-2,-11,2,-1,4,2
CC/C(=N\NC(=O)c1nnn(-c2nonc2N)c1-c1cccc(OC)c1)c1ccc(C)cc1,11,-2,-3,1,1,5,-6,3,-7
CCOC(=O)c1c(C)[nH]c(C)c1C(=O)CSc1nncs1,4,0,-1,0,7,4,-2,11,1
O=C(CCn1c(=O)oc2ccccc21)N1CCN(C(c2ccccc2)c2ccccc2)CC1,6,-1,-4,6,5,0,-5,1,-2
Cc1ccc(-c2nnn(CC(=O)N3CCC(C)CC3)n2)o1,0,-1,6,8,1,4,-1,4,5
COc1ccc(S(=O)(=O)NCCN2CCOCC2)cc1[N+](=O)[O-],-2,1,2,7,8,-2,-2,2,2
O=C(CS(=O)(=O)c1ccccc1)Nc1ccccn1,7,-2,1,-3,7,3,-6,4,2
O=C(Nc1ccccn1)C1(c2cccs2)CCOCC1,1,1,1,8,2,4,4,10,-2
Cc1cccc(C)c1C(=NCCCN(C)C)c1ccccc1,4,-2,-3,1,10,-2,1,7,-2
C=CCNC(=S)N(Cc1ccccc1)Cc1ccccc1,2,1,-5,6,5,3,1,-4,-7
O=C(COC(=O)C1(c2cccc(F)c2)CCCC1)NCc1ccc2c(c1)OCO2,16,0,-1,0,-4,0,0,6,6
COc1ccccc1NC(=O)CC1S/C(=N/N=C2\CCCc3ccccc32)NC1=O (centres undefined),8,-8,-7,9,9,2,3,-8,-7
O[C@@H](CNC[C@H](O)c1ccccc1)c1ccccc1,1,1,3,4,-1,3,1,2,4
COc1cccc(NC(=O)C2C3C=CC4(O3)C2C(=O)N(CCCN2CCC(C)CC2)C4C(=O)NC2CCCCC2)c1 (centres undefined),2,-2,-3,12,-1,7,0,-2,-5
Cc1cc(C)c(C)c(S(=O)(=O)N2CCC(C(=O)OCC(=O)N3c4ccccc4NC(=O)C3(C)C)CC2)c1C,0,0,-2,23,7,5,-1,3,-5
O=C(COc1ccc(Cl)cc1Cl)NCCCN1CCOCC1,1,-2,-3,2,13,3,5,-7,1
O=S(=O)([N-]c1nc2ccccc2nc1-[n+]1ccc(Cc2ccccc2)cc1)c1ccc(Br)s1,-9,1,24,27,8,3,6,-2,4
c1ccc(Cc2noc(CN3CCN(CCOc4ccccc4)CC3)n2)cc1,0,-1,-3,0,10,4,0,3,-5
CCN(C(=O)C1CCCCC1)c1nnc(-c2cccnc2)s1,1,3,-1,4,-8,-11,-2,0,4
CC(=O)Nc1ccc(S(=O)(=O)C(C#N)c2nc3ccccc3nc2NCCN2CCOCC2)cc1 (centres undefined),-2,-1,-5,4,9,4,-5,-6,-5
CC(C)C(=O)NC(=S)Nc1ccc(S(=O)(=O)NC2CCCCC2)cc1,5,0,-6,-7,8,-2,-1,5,4
CCn1c(SCC(=O)Nc2sc3c(c2C#N)CCCC3)nnc1-c1ccco1,1,1,6,12,5,5,0,0,3
C=CCc1cc(C=O)cc(OC)c1OCc1c(Cl)cccc1Cl,-3,1,1,1,0,9,5,0,8
Cc1ccccc1-c1nc(SCc2cccnc2)c2c(=O)n(C)c(=O)n(C)c2n1,-3,-2,-5,-12,1,5,-3,9,2
CC(C)C[C@H](NC(=O)OC(C)(C)C)C(=O)N/N=C/c1ccc2nccnc2c1,2,-2,3,-1,5,-2,-3,-1,1
Clc1ccc(OCCCNCc2ccccc2)c(Br)c1,4,0,-3,4,3,1,-3,4,-2
CCC(=O)Oc1ccc2c(c1)OC1(OC(C)=O)OC(C)CC1=C2C (centres undefined),5,5,4,-7,2,7,-5,5,7
Cc1cccc(NC(=O)c2cccc(C(=O)Nc3cccc(C)c3C)n2)c1C,-1,-2,-1,2,3,1,-1,-4,-6
COc1cccc(N2C(=O)C3ON(c4ccccc4)C(c4cccs4)C3C2=O)c1 (centres undefined),-4,3,3,5,5,0,-1,3,4
O=C(O)c1ccc(CN2CCOCC2)o1,-4,1,2,-4,1,-1,-4,3,-6
Clc1ccc(-n2nnnc2Sc2ncnc3sccc23)cc1,4,-2,-7,4,8,0,21*,-17,0
N#Cc1ccc(N2C(=O)[C@@H]3C(C(=O)C(c4ccccc4)c4ccccc4)=NN[C@@H]3C2=O)cc1,8,1,-8,2,-7,-2,-1,9,1
O=C(OCCc1cc2ccccc2c(=O)o1)c1ccc2c(c1)OCO2,0,0,11,-17,0,5,-1,/,10
COCCNc1c(-c2cc3ccc(C)c(C)c3[nH]c2=O)nc2ccccn12,1,3,-2,8,8,4,-2,-14,-3
O=C(CN1CCC(C(=O)O)CC1)Nc1ccccc1Oc1ccccc1,/,0,2,7,/,6,6,3,6
Cc1ccc(S(=O)(=O)N(C)c2ccc(C(=O)Nc3cccnc3)cc2)cc1,-1,0,5,6,9,0,10,-1,1
CCOC(=O)c1ccc(N/C(=N\S(=O)(=O)c2ccc(F)cc2F)c2ccccc2)cc1,4,0,6,11,1,-15,0,-6,-2

# Next results:
SMILES,PAFAH1B2 inh,LYPLA1 inh,PME-1 inh,PREPL inh,PAFAH1B3 FP inh,pPAFAH inh,PAD4 inh,GSTO1 inh,LYPLA2 inh
O=C(Nc1ccccc1Cl)NC1(C(=O)N2CCCC2)CCCCC1,1,1,-2,5,1,5,7,3,4
COc1ccc(S(=O)(=O)n2[nH]c(=O)c(CCO)c2C)cc1,-1,-2,3,8,6,-1,-3,1,-4
COC(=O)Nc1nc(C)c(C(=O)c2ccccc2)s1,1,-2,-5,10,2,5,-1,4,5
O=C(CN1CCN(Cc2ccccc2)CC1)N1CCCc2ccccc21,6,-1,0,0,1,4,-4,6,2
CC(C)CC1Nc2ncnc(N3CCN(c4ccccc4)CC3)c2N(Cc2ccc(Br)cc2)C1=O (centres undefined),0,-4,-5,-10,-4,4,4,6,4
COCCNC(=O)C(c1ccc(F)cc1)N(Cc1ccco1)C(=O)CCC(=O)Nc1ccccn1 (centres undefined),5,0,-3,-4,1,0,-1,-5,4
CC(OC(=O)CCN=C1NS(=O)(=O)c2ccccc21)C(=O)Nc1ccc(F)c(F)c1F (centres undefined),-2,0,-4,7,-9,-4,-3,1,-3
CCOC(=O)C1=C(C)NC2=C(C(=O)CCC2)C1c1ccc(N(C)C)cc1 (centres undefined),-1,0,-3,-2,-10,2,4,1,5
COc1ccc(N2CCN(C(=O)NC3CC(=O)N(c4ccc(OC)cc4)C3)CC2)cc1 (centres undefined),-4,4,0,9,5,2,1,3,4
CCCNC(=O)c1cc(S(=O)(=O)N2CCc3ccccc32)cn1C,-1,2,-1,18,12,2,1,1,-2
COc1ccc(Cc2nnc(SC(C)C(=O)Nc3ccc(F)cc3Cl)o2)cc1 (centres undefined),5,1,-1,9,7,6,1,4,-1
CCCC(=O)N1CCN(c2ccc(NC(=O)c3ccc(Br)o3)cc2)CC1,2,0,-3,4,-2,3,-4,-5,3
CCN1C(=O)C(CC(=O)NC)N(NC(=O)c2ccccc2)C1=S (centres undefined),-2,-2,-3,-13,9,7,2,3,5
O=C(CSc1nc2[nH]ncc2c(=O)[nH]1)NCc1ccccc1Cl,7,2,0,-4,2,5,3,3,2
CCOC(=O)COc1ccc(N)cc1CC(NC(C)=O)(C(=O)OCC)C(=O)OCC,6,0,3,10,3,-4,-5,4,-2
O=S(=O)(c1cccc2nonc12)N1CCCCCC1,6,1,2,4,2,0,-1,2,3
COC(=O)CCN(C(=O)c1cccc([N+](=O)[O-])c1)c1ccccn1,3,-1,-7,12,0,-7,-4,9,-5
O=C(Cn1cnc2c(nnn2Cc2ccc(F)cc2)c1=O)N1CCCc2ccccc21,11,-3,-7,9,0,-1,-2,3,1
O=C(c1c(F)cccc1F)N1CCN(CCOc2ccccc2)CC1,4,3,6,5,0,6,-7,3,0
Cc1onc(-c2c(F)cccc2Cl)c1C(=O)N1CCCc2ccccc21,1,0,3,2,7,5,-10,2,3
Cc1ccccc1-c1nc2ccccc2o1,3,-1,1,18,9,-1,1,11,-2
Cc1ccc(N2CC(C(=O)OCC(=O)C(C)(C)C)CC2=O)cc1C (centres undefined),6,-1,-11,13,11,-1,2,9,5
COc1ccc(N2CCN(S(=O)(=O)/C=C/c3ccccc3)CC2)cc1,-3,5,-6,-24,-10,0,5,-4,4
Oc1ccc(O)c(-c2cnns2)c1,3,-7,1,5,0,4,0,89*,-3
O=C(C1COc2ccccc2O1)N1CCN(c2nc3c(F)cc(F)cc3s2)CC1 (centres undefined),1,-4,-3,-12,2,2,-3,-5,5
CC(=O)NC(c1cccc([N+](=O)[O-])c1)c1c(OC(C)=O)ccc2ccccc12 (centres undefined),1,-4,9,-1,8,4,0,4,-8
COc1ccc(CN=C2NN=C(c3ccccc3)CS2)cc1,6,-2,0,-13,2,6,3,-7,-3

# For reference, part of the list above:
SMILES,PAFAH1B2 inh,LYPLA1 inh,PME-1 inh,PREPL inh,PAFAH1B3 FP inh,pPAFAH inh,PAD4 inh,GSTO1 inh,LYPLA2 inh
Oc1ccc(O)c(-c2cnns2)c1,3,-7,1,5,0,4,0,89*,-3
O=C(C1COc2ccccc2O1)N1CCN(c2nc3c(F)cc(F)cc3s2)CC1 (centres undefined),1,-4,-3,-12,2,2,-3,-5,5
CC(=O)NC(c1cccc([N+](=O)[O-])c1)c1c(OC(C)=O)ccc2ccccc12 (centres undefined),1,-4,9,-1,8,4,0,4,-8
COc1ccc(CN=C2NN=C(c3ccccc3)CS2)cc1,6,-2,0,-13,2,6,3,-7,-3
